# Assay outcomes from PubChem BioAssay.
# KOR beta-arrestin-1 = KOR antagonists, beta-arrestin recruitment, cell-based, luminescence, uHTS (AID 1778) | Kappa-type opioid receptor (Homo sapiens) | KOR beta-arrestin recruitment, luminescence, antagonist mode; higher % means a stronger effect | inhibition, % at 10 µM; hits with a dose series show IC50 in µM | hit rate 0.091% among 290,000; further: strong numbers were not always called active
# TNAP activators = human TNAP enzyme activators, primary screen, biochemical, luminescent, no phosphate acceptor, uHTS (AID 1001); hit rate 0.03% among 200,000; activation fold at 20 µM; hits with a dose series show EC50 in µM; purified TNAP, luminescent activation assay, no phosphate acceptor; higher activation fold means a stronger effect; Alkaline phosphatase, tissue-nonspecific isozyme (Homo sapiens); in the data active means activation fold from about 3, or a potency from the dose series; inactive means the rest, 99 in 100 with activation fold below about 1.6; further: many of its hits are not listed in these tables
# NOD2 inhibition = NOD2 signaling inhibitors, cell-based, luminescence, uHTS, HEK293 (AID 1566); hit rate 0.63% among 290,000; one-dose inhibition, % at 4 µM; EC50 in µM for titrated hits; HEK293 NOD2/NF-kB luciferase reporter, luminescence; higher % means a stronger effect; further: many of its hits are not listed in these tables
# KOR beta-arrestin-2 = KOR agonists, beta-arrestin recruitment, primary screen, cell-based, luminescence, uHTS (AID 1777); KOR beta-arrestin recruitment, luminescence; higher % means a stronger effect; activation, % at 10 µM; hits with a dose series show EC50 in µM; hit rate 0.02% among 280,000; in the data active means activation above about 50%, passing the limit was not always enough; further: a part of the inactive calls stands beside numbers as strong as those of hits
# NOD1 inhibition = NOD1 signaling inhibitors, primary screen, cell-based, luminescence, uHTS (AID 1578); NOD1-driven NF-kB luciferase reporter cells, luminescence; higher % means a stronger effect; inhibition, % at 4 µM; hits with a dose series show EC50 in µM; hit rate 1% among 290,000; in the data active means inhibition mostly above about 36%, no sharp cut-off; inactive means mostly below about 34%;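 further: HEK-293T reporter cells stimulated with the NOD1 agonist gamma-tri-DAP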
# human PMI inhibition = inhibitors of human PMI, primary screen, biochemical, fluorescence intensity, coupled assay (AID 1209); purified PMI enzyme, coupled fluorescence intensity; higher % means a stronger effect; hit rate 0.42% among 190,000; inhibition, % at 20 µM, or IC50 in µM where a hit was titrated; Mannose-6-phosphate isomerase (Homo sapiens);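 further: plate controls were DMSO vehicle for no effect and wells lacking substrate for full effect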
# LYP phosphatase = inhibitors of LYP phosphatase, biochemical, fluorescence intensity, uHTS (AID 1779) | Tyrosine-protein phosphatase non-receptor type 22 (Homo sapiens) | recombinant LYP phosphatase, fluorescence intensity; higher % means a stronger effect | inhibition, % at 11.5 µM; hits with a dose series show IC50 in µM | hit rate 0.054% among 290,000;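 further: plate controls were vehicle with enzyme for no effect and no enzyme for full effect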
# XIAP displacement = XIAP antagonists, biochemical, IAP family, fluorescence polarization (AID 1018). displacement, % at 20 µM; hits with a dose series show IC50 in µM. XIAP BIR domain, fluorescence polarization peptide displacement; higher % means a stronger effect. hit rate 0.007% among 200,000; in the data active means displacement above about 50%; further: a part of the inactive calls stands beside numbers as strong as those of hits
# PMI inhibition = human PMI inhibitors, high substrate, primary screen, biochemical, fluorescence intensity, high mannose 6-phosphate (AID 1220); recombinant PMI enzyme, coupled fluorescence intensity; higher % means a stronger effect; Mannose-6-phosphate isomerase (Homo sapiens); inhibition, % at 20 µM; hits with a dose series show IC50 in µM; hit rate 0.66% among 190,000
# The depositor's hits bear a star; x = not tested or not shown; [ ] = remark or other dose. Unless noted, no stated cut-off is given here; in the data, active means inhibition above about 50%; inactive means the rest. An excerpt; the hit share may differ from the screen's.
SMILES,KOR beta-arrestin-1,TNAP activators,NOD2 inhibition,KOR beta-arrestin-2,NOD1 inhibition,human PMI inhibition,LYP phosphatase,XIAP displacement,PMI inhibition
Cn1nnnc1SCC(=O)Nc1ccccc1Cl,-36%,1.1,3%,-1.0%,-1%,-2%,-9%,-0.3%,2%
CCOC(=O)c1sc2nc(C)nc(SCC(N)=O)c2c1C,10%,1.1,12%,-1.0%,1%,-9%,-2%,-1.7%,-8%
O=C(CCCc1nc2ccccc2s1)NCc1ccccc1,-1%,1.1,5%,-4.3%,-15%,-4%,-6%,-0.6%,-3%
O=c1nc(Nc2ccc(Br)cc2)sc2ccc([N+](=O)[O-])cc12,20%,x,3%,-1.6%,-5%,x,-11%,x,x
CN(C)/C=N/c1nc2nccc(-c3cccs3)n2n1,-4%,1.1,3%,-1.6%,-28%,2%,-11%,0.8%,-2%
Cc1cc2nc(SCCOC(=O)Nc3ccccc3)nc(C)c2cc1C,-1%,1,30%,2.2%,6%,14%,-4%,1.1%,11%
CCN(CC)C(=O)c1cc2c(=O)n3ccccc3nc2s1,-15%,1.1,-8%,-3.9%,-41%,4%,-11%,-0.6%,4%
CC1(C(=O)NC2CCCCCCC2)CC1(Cl)Cl (configuration not stated),-2%,1.1,10%,5.9%,16%,4%,-3%,-17%,5%
CC1(C(=O)O)CCC(C(=O)Nc2ccccc2)C1(C)C (configuration not stated),-1%,1.2,1%,-7.8%,-3%,17%,-2%,-9.7%,8%
Cc1cccc(-c2nc3c(c(SCC(=O)N4CCCC4)n2)COC(C)(C)C3)c1,-42%,x,3%,-6.3%,6%,x,-3%,x,x
O=C(O)c1cc(NN=C2c3ccccc3-c3ccccc32)ccc1Cl,-48%,x,2%,4.6%,-8%,x,4%,x,x
CCN(CC)CCCNC(=O)c1cc(Nc2ccc(OC)cc2OC)nc2ccccc12,-17%,x,4%,-1.1%,3%,x,-4%,x,x
Cc1cccc(N2CCN(C(=O)C(Cc3ccccc3)NC(N)=O)CC2)c1C (configuration not stated),14%,x,9%,-0.8%,-2%,x,-1%,x,x
CCOC(=O)CNC(=O)CSc1nnc(-c2c[nH]c3ccccc23)n1CC,-23%,x,8%,1.6%,-12%,x,-6%,x,x
CN(Cc1cnccn1)C(=O)CC1C(=O)NCCN1Cc1cccc(F)c1 (configuration not stated),-33%,x,23%,7.2%,0%,x,-1%,x,x
CCOc1nc(-c2ccccc2Cl)ccc1C#N,-18%,1.1,-1%,0.8%,-21%,17%,-1%,0.3%,20%
CCCCNC(=O)c1cc(C)no1,-4%,1.1,11%,0.7%,-9%,-6%,-5%,-9.8%,-7%
COc1cccc(/C=C/C(=O)NNC(=O)CCN2CCN(Cc3ccccc3)CC2)c1,27%,x,8%,-3.6%,11%,x,-14%,x,x
Fc1ccc(NC(=S)Nc2ccc3nccnc3c2)cc1,-26%[20 µM],0.9,12%,-5.2%,15%,56%*,-6%,-7.3%,x
NC(=O)c1nnn(-c2ccc([N+](=O)[O-])cc2)c1-c1ccccc1,1%,x,-17%,x,-2%,x,-7%,x,x
CC(C)c1ccc(CNC(=O)C(=O)Nc2nccs2)cc1,-16%,1.2,-2%,0.7%,-9%,-17%,0%,-4.2%,-4%
CCOC(=O)C1CCCN(C2CCN(Cc3nc(-c4ccccc4)no3)CC2)C1 (configuration not stated),-36%,1.1,-10%,5.2%,20%,-4%,-11%,-8.6%,-4%
O=[N+]([O-])c1ccc2nc(NCCCO)nc(-c3ccccc3)c2c1,-16%,1,13%,8.9%,36%,-44%,0%,-2.0%,-40%
O=C(CSc1nc2c(c(=O)n1-c1ccc(Br)cc1)SCC2)Nc1nccs1,-11%,1.1,12%,0.5%,6%,4%,-4%,-4.6%,-6%
CCOC(=O)N1CCC(NC(=O)CCN2C(=O)C3C4C=CC(C4)C3C2=O)CC1 (configuration not stated),-7%,1.1,-2%,-0.2%,x,8%,-1%,-2.0%,6%
Cc1ccn2c(C(=O)NN=C3CCN(C)CC3)c(C)nc2c1,31%,1,-20%,-9.2%,-29%,2%,-4%,-1.7%,2%
CCOC(=O)c1cc(C)n(-c2ccccc2)c1C,9%,x,0%,-4.8%,-9%,x,-8%,x,x
Cc1ccc(NC(=O)Nn2cnnc2)c(C)c1,9%,x,-9%,1.2%,-13%,x,-10%,x,x
Cc1ccc(C(C)NC(=O)C2CCCC2)c(C)c1 (configuration not stated),-9%[20 µM],x,-7%,-5.6%,-26%,x,-14%,x,x
CCOC(=O)c1ccc(Nc2ncnc3nc[nH]c23)cc1,-6%,2.2,-40%,3.2%,-49%,-6%,5%,-2.5%,0%
Cc1ccc(C(=O)N/N=C\c2cc(Br)c(Br)o2)cn1,7%,x,-4%,2.7%,-6%,x,-8%,x,x
Cc1ccc(NC(=O)COc2ccc(CCO)cc2-n2nc3ccccc3n2)cc1C,32%,1.1,-9%,-4.3%,-22%,27%,2%,-18%,15%
O=C(Nc1cc(C(F)(F)F)ccc1Cl)c1cccnc1,-22%[20 µM],x,-1%,-2.1%,8%,x,-9%,x,x
CCCCN(C(=O)c1cccc(S(=O)(=O)N2CCN(Cc3ccccc3)CC2)c1)c1ccccc1,-12%,x,8%,16%,-12%,x,-2%,x,x
Cc1ccc(C)n1-c1ccc(C(=O)N2CCOCC2)cc1,-1%,1.1,13%,-3.5%,0%,19%,0%,-9.1%,6%
Cc1ccc(CNS(=O)(=O)NCc2cccs2)cc1,-26%,1.1,3%,0.3%,-39%,-6%,1%,-2.7%,-2%
COc1ccc2c(c1)cc(C(=O)N/N=C/c1c(O)c(C(=O)O)cc3ccccc13)n2C,-10%,x,-5%,0.0%,-12%,x,13%,x,x
O=C(N/N=C/c1cc2c(cc1[N+](=O)[O-])OCO2)c1cccnc1,14%,x,1%,-3.2%,-12%,x,-6%,x,x
CC(C)(C)NC(=O)NC(=O)COC(=O)CNC(=O)c1cc(Cl)cc([N+](=O)[O-])c1,-8%,1,4%,-4.4%,-16%,1%,-5%,-4.8%,0%
CC(C)c1ccc(S(=O)(=O)N2CCN(C(=O)CN3C(=O)NC4(CCCC4)C3=O)CC2)cc1,-8%,x,-8%,4.9%,-21%,x,-5%,x,x
COc1ccc(Cn2c(C)c(C)c(C#N)c2NC(=O)Nc2ccc(F)cc2)cc1,4%,1.1,0%,1.5%,-50%,14%,-4%,-7.4%,10%
CCCCCC(=O)Nc1cccc(C2=NOC3(C2)C[C@@H](C(N)=O)N(C(=O)c2ccc(OC)cc2)C3)c1 (some centres not stated),4%,x,8%,2.8%,-6%,x,-4%,x,x
COc1ccc(-c2cc(C(=O)OCc3ccccn3)c3ccccc3n2)cc1,-15%,x,10%,5.6%,-4%,x,-2%,x,x
COc1cc(/C=c2\sc3nc(=O)c(-c4ccccc4)nn3c2=O)ccc1OCCC(C)C,5%,1.1,-32%,14%,32%,-2%,16%,-6.9%,-2%
COc1cc(C(=O)c2ccccc2)c([N+](=O)[O-])cc1OC,20%,x,12%,-0.4%,-10%,x,-6%,x,x
COC(=O)c1c(NC(=O)CC2SCC(C(=O)OC)NC2=O)sc2c1CCCC2 (configuration not stated),-22%,1.1,11%,-5.0%,-8%,-8%,3%,-2.2%,1%
CCOc1cccc(-c2nnc3sc(C4CCCCC4)nn23)c1,-4%,1,21%,2.1%,67%*,7%,14%,-4.8%,8%
Cn1c(N)c(C(=O)COC(=O)C2CCCCC2)c(=O)n(C)c1=O,26%,1.2,-10%,16%,25%,-1%,-9%,-1.8%,-5%
CC(C)(O)C(=O)NNC(=S)Nc1cccc(C(F)(F)F)c1,1%,2.1,5%,-5.4%,-23%,7%,1%,0.3%,4%
CCn1ncc(CNC(=O)C2(C)CC2(Br)Br)c1C (configuration not stated),-5%,1.1,3%,0.2%,1%,-16%,-14%,-1.3%,16%

# More results.
SMILES,KOR beta-arrestin-1,TNAP activators,NOD2 inhibition,KOR beta-arrestin-2,NOD1 inhibition,human PMI inhibition,LYP phosphatase,XIAP displacement,PMI inhibition
CCc1ccccc1NS(=O)(=O)c1cc(C)ccc1OC,44%,1.1,-11%,0.6%,-20%,7%,0%,1.4%,3%
COCCSc1nnc(NC(=O)CSCc2ccccc2)s1,35%,1.2,23%,-5.2%,-20%,29%,-7%,-5.7%,20%
O=C(O)CN=C1NC2(CCCCC2)Cc2ccccc21,-5%,1.1,12%,-6.7%,-17%,-8%,-6%,1.4%,-9%
CCOC(=O)N1CCN(C(=O)CNC(=O)Cn2cnc3ccccc3c2=O)CC1,-16%,1.1,1%,-3.9%,-33%,-6%,-8%,-3.0%,-10%
O=C(c1ccco1)N1CCN(C(=O)c2cc(-c3ccccn3)nc3ccc(Cl)cc23)CC1,15%,1,11%,-4.2%,-14%,-10%,4%,4.4%,-38%
CC(C)OP(=O)(OC(C)C)C(Nc1ccc([N+](=O)[O-])cc1)c1cccc([N+](=O)[O-])c1 (configuration not stated),15%,x,4%,-4.2%,-2%,x,-4%,x,x
CC(C)CCn1c(SCC(=O)OCn2nnc3ccccc3c2=O)nc2ccccc2c1=O,12%,1.1,4%,-4.7%,-27%,17%,7%,-0.7%,14%
Cc1nnc(-c2ccccc2)nc1N(C)C,-61%[20 µM],1.1,5%,1.6%,-30%,-7%,-8%,-3.6%,-6%
CCc1n[nH]c(=S)n1/N=C/c1cccc2ccccc12,-22%,x,-7%,-1.3%,-21%,x,-7%,x,x
CCC(Sc1nncn1C)C(=O)Nc1ccccc1OC (configuration not stated),-2%,1.1,6%,-0.9%,0%,10%,-6%,-6.7%,1%
O=C(Nc1cccc(NC(=O)c2ccco2)c1)c1ccc2c(c1)OCO2,-14%,1.1,-1%,3.3%,-29%,11%,4%,-5.0%,7%
O=C(O)CCC(=O)c1ccc2c(c1)OCCCO2,-18%,1.2,13%,-7.1%,11%,8%,-8%,-0.5%,10%
O=C(NCc1ccco1)c1ccc(Cn2c(=O)c3sccc3n(Cc3ccc(F)cc3)c2=O)cc1,10%,0.7,15%,-1.5%,16%,8%,-1%,-5.3%,14%
COc1ccc(CNC(=O)CCN2C(=O)c3ccccc3C2=O)cc1OC,-4%,x,4%,-1.3%,-20%,x,-7%,x,x
Cc1ccc(C(=O)OCC(=O)Nc2ccc3[nH]c(=O)[nH]c3c2)cc1[N+](=O)[O-],-5%,x,1%,-1.0%,-9%,x,-3%,x,x
NC(=S)Nc1ccccc1Br,-36%,x,-13%,0.3%,4%,x,-6%,x,x
Cc1cccc(Oc2ccc(N)cc2)c1,13%,1.1,-4%,3.6%,-26%,-25%,-8%,-6.8%,-47%

# One compound at a time (already shown). Order of screens: KOR beta-arrestin-1 | TNAP activators | NOD2 inhibition | KOR beta-arrestin-2 | NOD1 inhibition | human PMI inhibition | LYP phosphatase | XIAP displacement | PMI inhibition
# Shown for Cc1ccc(C(C)NC(=O)C2CCCC2)c(C)c1 (configuration not stated) → -9%[20 µM] | x | -7% | -5.6% | -26% | x | -14% | x | x
# Shown for CC(C)c1ccc(CNC(=O)C(=O)Nc2nccs2)cc1 → -16% | 1.2 | -2% | 0.7% | -9% | -17% | 0% | -4.2% | -4%
# Shown for CC(C)(O)C(=O)NNC(=S)Nc1cccc(C(F)(F)F)c1 → 1% | 2.1 | 5% | -5.4% | -23% | 7% | 1% | 0.3% | 4%
